# Screening data from PubChem BioAssay.
# ssDAF-12 act: S. stercoralis DAF-12 nuclear receptor activators, primary screen, cell-based, luminescence, HEK293, GRIP1 co-expression, lit1-tk-luc | Nuclear hormone receptor DAF-12 (Strongyloides stercoralis) | HEK293 ssDAF-12/GRIP1 lit1-tk-luc reporter; % of 3 µM dafachronic acid response | activation, % at 6.8 µM | 370,000 tested, 1% active;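 active = activation above the mean over all tested compounds plus 3 SD, cut at about 0.9% in these data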;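 note: 0% = DMSO-only wells and 100% = 3 µM delta7-dafachronic acid wells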
# sPLA2-III inh: human group III sPLA2 inhibitors, primary screen, biochemical, QFRET, BODIPY PC-A2 liposome substrate; 370,000 tested, 0.56% active; inhibition, % at 12.2 µM; QFRET BODIPY PC-A2 liposome hydrolysis, fluorescence;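 active = inhibition above mean plus 3 SD of compounds lying within the high and low control bounds, cut at about 19% in these data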;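 note: 0% = median of test compound wells and 100% = no enzyme DMSO wells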
# ADAM17 inh: ADAM17 inhibitors, primary screen, biochemical, QFRET. AID 720648, 2013. Disintegrin and metalloproteinase domain-containing protein 17 (Homo sapiens), P78536. 370,000 tested, 0.83% active. inhibition, % at 6.95 µM. recombinant ADAM17, EDANS/DABCYL FRET peptide cleavage;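 active = inhibition above the mean of compounds lying between control limits plus 3 SD, set per campaign, cut at about 8.5% in these data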;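 note: 0% = DMSO-only wells as the low control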
# Target sequence (P78536 215-824 limits assumed): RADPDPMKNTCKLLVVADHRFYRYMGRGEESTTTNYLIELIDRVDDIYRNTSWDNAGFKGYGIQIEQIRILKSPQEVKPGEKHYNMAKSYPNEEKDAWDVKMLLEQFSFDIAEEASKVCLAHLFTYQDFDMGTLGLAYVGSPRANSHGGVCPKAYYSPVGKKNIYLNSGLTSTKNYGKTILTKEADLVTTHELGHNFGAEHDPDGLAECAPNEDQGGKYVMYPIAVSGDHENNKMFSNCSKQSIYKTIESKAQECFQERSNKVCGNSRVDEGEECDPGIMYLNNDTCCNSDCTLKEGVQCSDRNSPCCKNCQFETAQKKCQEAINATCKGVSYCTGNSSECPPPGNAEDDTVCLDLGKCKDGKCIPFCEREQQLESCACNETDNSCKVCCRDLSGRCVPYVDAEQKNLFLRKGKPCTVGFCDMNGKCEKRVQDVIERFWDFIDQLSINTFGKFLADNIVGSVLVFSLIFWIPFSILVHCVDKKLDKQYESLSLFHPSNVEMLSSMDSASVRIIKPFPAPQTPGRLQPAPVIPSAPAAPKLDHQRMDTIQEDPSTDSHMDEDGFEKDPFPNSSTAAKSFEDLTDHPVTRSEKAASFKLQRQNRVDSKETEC
# ADAM10 inh: human ADAM10 inhibitors, primary screen, biochemical, QFRET, HTS; Disintegrin and metalloproteinase domain-containing protein 10 (Homo sapiens), O14672; recombinant ADAM10, EDANS/DABCYL FRET peptide cleavage, 3 h; inhibition, % at 7 µM; 370,000 tested, 0.62% active; AID 720582, 2013;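 active = inhibition above a per-campaign cutoff equal to the mean of compounds falling between control-based bounds plus 3 SD, cut at about 20% in these data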;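 note: 0% = DMSO wells while the 100% control is not disclosed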
# GAA850 FXN act: FXN promoter activators, primary screen, cell-based, luciferase luminescence, HEK293 lucGAA850 | HEK293 lucGAA850 FXN promoter luciferase reporter, 24 h; percent of 10 µM SAHA response | activation, % at 6 µM | 360,000 tested, 0.56% active | AID 540364, 2011;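 active = activation above the average of all compounds screened plus 3 SD, cutoff fixed separately per campaign, cut at about 7.5% in these data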;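 note: 0% = DMSO wells and 100% = 10 µM SAHA wells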
# PLCg1 inh: PLC-gamma1 enzyme inhibitors, primary screen, biochemical, fluorescence, purified enzyme. 1-phosphatidylinositol 4,5-bisphosphate phosphodiesterase gamma-1 (Homo sapiens), P19174. 370,000 tested, 0.84% active. inhibition, % at 12.2 µM. fluorogenic substrate; in the data active = inhibition above about 9.5%
# hcDAF12 agonist: H. contortus DAF-12 nuclear receptor activators, primary screen, cell-based, luminescence, HEK293, lit1-tk-luc reporter | activation, % at 6.8 µM | 370,000 tested, 1.4% active | HEK293 hcDAF-12 lit1-tk-luc reporter; 0% DMSO, 100% Δ7-dafachronic acid;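 active = activation above the mean of all tested compounds plus 3 SD, cut at about 5.5% in these data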;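 note: 100% = response to 3 µM Δ7-dafachronic acid high control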
# DAX1 inh-1: DAX1 (NR0B1) inhibitors on StAR promoter, primary screen, cell-based, luminescence, SF-1 (NR5A1), full-length DAX-1 | HEK293T StAR-luciferase reporter, SF-1/DAX-1 repression relief | inhibition, % at 6.8 µM | 370,000 tested, 1.1% active | AID 652010, 2013;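 active = inhibition above the mean over all tested compounds plus 3 SD, cut at about 3.6% in these data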;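 note: 0% = DAX-1 cells with DMSO and 100% = cells lacking DAX-1 with DMSO; higher inhibition means more luminescence from relief of DAX-1 repression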
# hgDAF-12 ag: H. glycines DAF-12 receptor agonists, primary screen, cell-based, luminescence, HEK293, GAL4 fusion, UAS-luciferase | HEK293 GAL4-hgDAF12 UAS-luciferase reporter, agonist luminescence; normalized to butyrate control | activation, % at 6.8 µM | 370,000 tested, 1.8% active | AID 687014, 2013;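 active = activation above a cutoff set at the mean of all screened compounds plus 3 SD, cut at about 10% in these data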;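 note: 0% = DMSO wells and 100% = sodium butyrate wells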
# DAX1 inh-2: DAX1 (NR0B1) inhibitors, primary screen, cell-based, HEK293, Gal4-DAX1, luciferase luminescence; Nuclear receptor subfamily 0 group B member 1 (Homo sapiens), P51843; AID 504766, 2011; inhibition, % at 6.75 µM; HEK293 Gal4-DAX1 luciferase reporter; 340,000 tested, 0.99% active;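 active = inhibition above the mean over all tested compounds plus 3 SD, cut at about 4.2% in these data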;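 note: 0% = DAX1-transfected cells with DMSO and 100% = empty-vector control cells with DMSO; inhibition shows as a rise in luminescence from relieved DAX1 repression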
# Target sequence (P51843 207-470 limits assumed): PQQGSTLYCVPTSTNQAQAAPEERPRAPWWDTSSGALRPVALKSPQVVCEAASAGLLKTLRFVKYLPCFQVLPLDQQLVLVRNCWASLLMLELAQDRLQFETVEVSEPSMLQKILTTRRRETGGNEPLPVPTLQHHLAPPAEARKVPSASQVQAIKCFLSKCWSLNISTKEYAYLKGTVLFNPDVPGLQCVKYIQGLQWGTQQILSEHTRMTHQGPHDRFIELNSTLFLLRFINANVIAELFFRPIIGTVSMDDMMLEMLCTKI
# PLC-beta3 inh: human PLC-beta3 inhibitors, primary screen, biochemical, fluorescence; 1-phosphatidylinositol 4,5-bisphosphate phosphodiesterase beta-3 (Homo sapiens), Q01970; 370,000 tested, 0.18% active; inhibition, % at 12.2 µM; Purified PLC-beta3, fluorogenic substrate; in the data active = inhibition above about 11%;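 note: 0% = median of compound wells on plate and 100% = full blocker control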
# The depositor's hits bear a star; i = inactive; nt = not tested or not shown.
structure,ssDAF-12 act,sPLA2-III inh,ADAM17 inh,ADAM10 inh,GAA850 FXN act,PLCg1 inh,hcDAF12 agonist,DAX1 inh-1,hgDAF-12 ag,DAX1 inh-2,PLC-beta3 inh
Cc1ccc([N+](=O)[O-])cc1-c1ccc(/C=C(\C#N)c2[nH]nc(N)c2C#N)o1,-1.0,-6,2,7,8.7*,-12,0.5,-0.3,2.9,-0.5,-11
Cn1nnc2c(N3CCCCC3)nccc21,-1.3,7,-5,-11,0.8,-25,-1.2,-0.8,-3.2,-0.1,-26
Cc1cc(NCC2CCCO2)n2c(nc3ccccc32)c1C#N (stereo not given),-0.9,4,-305,i,1.4,-464,-0.4,-0.9,0.6,-1.0,i
O=C(NC12CC3CC(CC(C3)C1)C2)N1CC2Cc3cccc(=O)n3C(C2)C1 (stereo not given),-1.6,4,-4,-9,2.7,1,-1.5,0.3,-0.3,0.0,-2
Cc1ccc(-n2nnnc2SCC(=O)N2CCNC2=O)cc1C,-0.7,12,-3,-19,1.7,-2,-0.9,0.3,-1.1,0.1,-8
O=C(CSc1nc2ccccc2c(=O)[nH]1)c1ccccc1,-1.8,-55,-1,5,2.8,-2,2.9,0.4,-1.1,-1.0,-1
Cc1noc(C)c1C(=O)N(C)Cc1ccccc1,-1.3,1,0,2,1.5,1,0.7,0.6,-1.9,0.7,-3
COc1ccc(C(C(=O)NC2CCCC2)N(Cc2ccc(C)cc2)C(=O)c2ccn[nH]2)cc1OC (stereo not given),-1.2,-10,1,2,0.0,3,-2.1,0.0,-0.6,-1.3,2
COC(=O)N/N=C/c1ccc(Oc2ccccc2)cc1,-1.2,-1,-1,3,1.1,4,1.5,1.3,7.9,-0.3,-2
CCN(CC)C(=O)Oc1ccc2c(c1)O/C(=C\c1ccco1)C2=O,-0.6,-5,-9,-16,1.7,-64,0.1,0.8,4.5,3.1,-94
CN(C)S(=O)(=O)c1cccc(C(=O)Nc2ccc(C(=O)Nc3cccc(S(N)(=O)=O)c3)cc2)c1,-1.1,-18,1,5,0.1,2,0.1,0.0,5.0,0.3,-1
CCOC(=O)CC[C@@H]1CC[C@]2(CCCN(S(=O)(=O)C3CCCCC3)C2)O1,-1.3,2,1,3,nt,3,-1.0,-0.1,-2.1,nt,3
Cc1cc(NS(=O)(=O)c2cccc([N+](=O)[O-])c2)no1,-0.2,1,-3,-11,0.3,1,-0.5,-0.8,0.6,0.8,-3
Cc1ccc(N(CC(=O)O)S(C)(=O)=O)cc1,-0.1,-4,-1,5,1.9,0,-1.0,0.4,-1.4,-0.1,0
O=C(O)CCCc1nc(-c2ccc(Cl)cc2)no1,-2.5,8,-3,-8,-5.6,-4,-3.0,-1.4,-6.3,0.9,-1
O=C(N/N=C/c1ccc([N+](=O)[O-])o1)C1CC1,-0.5,11,-9,-34,-0.4,-22,0.9,-2.6,-6.1,1.1,-35
COc1ccc(-c2nc(CS(=O)CC(=O)NCc3cccnc3)c(C)o2)cc1 (stereo not given),-0.4,10,1,-2,-0.8,-2,-0.3,-0.8,0.9,1.9,-8
CN(Cc1nccn1C)C(=O)CC1C(=O)NCCN1CC(c1ccccc1)c1ccccc1 (stereo not given),-1.6,-4,-3,2,0.0,-10,0.6,-0.5,-2.1,-1.0,-15
CCCOc1ccc(CCCN=C(N)N)cc1Cl,-2.2,9,-3,-5,-1.7,3,-3.1,-0.9,-0.8,nt,-3
S=c1[nH]nc(CSc2nc3ccccc3s2)n1C1CCCCC1,-0.6,-7,-3,1,0.0,-1,0.8,-0.2,-0.3,0.2,1

structure,ssDAF-12 act,sPLA2-III inh,ADAM17 inh,ADAM10 inh,GAA850 FXN act,PLCg1 inh,hcDAF12 agonist,DAX1 inh-1,hgDAF-12 ag,DAX1 inh-2,PLC-beta3 inh
Cc1ccc(SCCC(=O)NCc2ccco2)cc1,-1.5,0,-2,4,-0.2,-2,0.7,-0.5,0.1,-0.9,3
COc1ccc(CNCCCn2cnc(C(=O)Nc3ccc(C)c(C)c3)n2)cc1,-1.0,-11,-2,0,-1.3,1,0.6,-1.5,-1.0,-1.1,0
O=C1CC(c2ccc(Cl)c([N+](=O)[O-])c2)c2ccc3ccccc3c2N1 (stereo not given),-1.3,-1,0,-2,1.9,2,-1.0,0.2,0.0,-1.0,2
CCN(Cc1ccccc1)C(=O)Cn1cc2c(n1)CCCC2,-1.0,4,2,4,0.0,10*,-3.3,0.6,-1.4,1.1,6
COc1ccc(CC(=O)N(C)CC(=O)Nc2cccc(F)c2)cc1S(=O)(=O)N1CCOCC1,-0.6,1,-1,1,-0.9,0,4.1,1.1,2.1,0.0,-1
CCOC(=O)C=C1CCN(c2ncc(C(F)(F)F)cc2Cl)CC1,-1.1,6,-3,-2,-2.7,0,-0.6,-0.2,-2.7,0.1,2
Cc1ccc(S(=O)(=O)N(C)c2ccc(C(=O)NCC3CCCO3)cc2)cc1 (stereo not given),-1.5,1,-2,1,-0.1,-3,0.8,-0.1,-1.4,-1.3,5
CC(=O)c1[nH]c(C)c(C(=O)N2CCCC(Nc3ccc(C(C)C)cc3)C2)c1C (stereo not given),-0.9,6,-5,-3,1.3,5,0.4,-0.3,-0.9,0.6,-5
CC(C)CN1CN(Cc2ccccc2)CNC1=S,-1.1,18,-4,-8,2.1,-2,0.0,0.8,-0.7,-1.4,3
COc1cc2nc(N(C)C)nc(N)c2cc1OC,-1.0,5,-233,i,-3.6,-135,1.0,-0.1,3.0,-0.5,-173
CCN(C(=O)CN1CCc2ccccc21)c1c(N)n(Cc2ccccc2)c(=O)[nH]c1=O,-0.6,0,-18,-53,-0.2,-16,4.5,1.7,-0.7,0.6,-33
O=[N+]([O-])c1ccc(CSc2nnc(-c3cccc(Cl)c3)n2Cc2ccco2)cc1,-1.9,-9,5,7,nt,3,-4.7,-2.9,-1.2,nt,2
COc1cc2c(cc1NC(=O)C(Cl)Cl)-c1ccc(NC(=O)C(Cl)Cl)cc1C2,-0.8,7,-5,1,-10,-2,-1.5,-4.2,-0.8,-3.0,-4
O=C(NCCN1CCOCC1)c1ccc2c(c1)N(Cc1ccccc1)C(=O)c1ccccc1S2,-0.1,-10,2,1,-0.3,2,-1.8,-0.1,0.4,1.7,2
CCCC(=O)Nc1ccc(C(=O)COC(=O)c2cc(C)oc2C)cc1,-1.3,-11,-3,-3,0.0,-13,-1.0,1.6,5.2,-0.2,-18
Cc1oc(C(N)=O)nc1-c1ccccc1,-0.3,5,-6,-2,2.4,-4,1.7,-0.6,-0.1,1.0,-7
COc1cc(C(=O)N/N=C/c2ccc3c(c2)c2ccccc2n3C)ccc1O,-1.1,-8,-62,-172,-1.6,-313,-0.6,-0.4,2.4,-0.1,-453
CCOc1ccccc1CNC(=O)c1nn(C)c2c1CS(=O)(=O)c1ccccc1-2,-1.4,-5,6,4,-0.2,5,-1.8,-2.8,-4.2,0.0,3
O=C(N[C@@H](Cc1ccc(O)cc1)C(=O)O)c1ccncc1,-0.3,-3,0,0,0.8,2,-1.4,0.3,2.3,0.2,0
CCN(CC)S(=O)(=O)c1ccc2nc(CCl)[nH]c2c1,-1.7,-5,-5,-18,1.6,-3,-1.4,0.4,1.0,0.2,-10

structure,ssDAF-12 act,sPLA2-III inh,ADAM17 inh,ADAM10 inh,GAA850 FXN act,PLCg1 inh,hcDAF12 agonist,DAX1 inh-1,hgDAF-12 ag,DAX1 inh-2,PLC-beta3 inh
CC(C)(C)CC(=O)Nc1ccc(S(=O)(=O)NC2=NCCCCC2)cc1,-1.1,1,2,-2,-0.3,-1,-0.7,0.2,1.6,-1.4,3
CN1C2C=C3C(C#N)=C(N)C(C#N)(C#N)C(c4ccc(Br)cc4)C3C1CC2 (stereo not given),-0.9,-10,-32,-119,-3.5,-78,-0.8,-0.3,-3.3,0.2,-94
O=C(/C=C/c1ccccc1)Nc1cc(NC(=O)/C=C/c2ccccc2)cc(C(=O)O)c1,-0.9,-46,6,18,-2.2,7,-0.2,0.7,-0.4,-3.7,-7
COc1ccccc1N=Nc1c(O)[nH]c2ccc(Br)cc12,1.0*,7,5,-5,2.3,2,6.4*,0.0,2.2,1.1,-3
O=C(N/N=C/c1cccc(Oc2ccccc2)c1)c1ccncc1,-0.8,0,-2,-3,1.6,3,1.0,0.9,-1.2,-0.3,-7
CC(=O)c1cccc(NC(=O)C2CCCN(S(=O)(=O)c3cccc4cccnc34)C2)c1 (stereo not given),-1.9,-8,-1,-3,0.4,1,-3.3,-1.9,-2.3,-1.9,4
COc1cccc(C(=O)N/N=C(\C)c2cccc(NC(=O)c3ccc(F)cc3)c2)c1OC,-0.9,-3,-2,12,2.2,-1,-0.7,0.9,7.3,0.0,-6
O=C(NCCCN1CCCCCC1)c1ccc(N2CCCC2=O)cc1,-1.4,4,-2,-13,-0.2,0,-0.5,0.8,0.3,-0.2,2
CCOC(=O)CN(Cc1ccccc1)S(=O)(=O)c1ccc(NC(C)=O)cc1,-1.4,2,8,-2,-0.5,1,-1.9,0.2,-2.1,0.4,3
CC(=O)CCC(=O)OCC(=O)Nc1ccc(SC(F)F)cc1,-1.6,6,1,-9,0.9,0,-1.1,-0.4,-0.3,-0.7,-4
COc1ccc(CCN(C)C(=S)Nc2ccc(SC(F)F)cc2)cc1OC,-0.2,-9,-2,-2,-0.7,0,-3.4,-0.7,-2.4,0.9,-7
Cc1cc(C)nc(N2CCC(C(=O)Nc3cccc(C(F)(F)F)c3)CC2)n1,-1.2,-7,4,-1,-0.3,1,-0.9,-1.0,-2.9,-1.6,-2
CCOc1ncccc1C(=O)OCC(=O)N(CC(C)C)C1CCS(=O)(=O)C1 (stereo not given),-1.8,7,-2,-2,-0.2,3,-2.5,-0.8,-2.7,2.4,1
CCN(CC)CCCN(Cc1cc2cc3c(cc2[nH]c1=O)OCO3)C(=S)Nc1ccccc1OC,-1.0,4,-100,-293,-0.4,-39,-1.9,0.7,-1.5,0.7,-46
